# S1P2 blocker – human S1P2 receptor antagonists, primary screen, cell-based | Sphingosine 1-phosphate receptor 2 (Homo sapiens), O95136 | cell-based S1P2 antagonist assay, inhibition at 5 uM | inhibition, % at 5 µM | hit rate 0.21% among 97,000; in the data active = inhibition above about 45%;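 note: CRE beta-lactamase reporter cells expressing human S1P2 stimulated with S1P; 0% = agonist at EC80 alone and 100% = agonist plus reference antagonist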
# Target sequence (O95136 whole entry, looked up): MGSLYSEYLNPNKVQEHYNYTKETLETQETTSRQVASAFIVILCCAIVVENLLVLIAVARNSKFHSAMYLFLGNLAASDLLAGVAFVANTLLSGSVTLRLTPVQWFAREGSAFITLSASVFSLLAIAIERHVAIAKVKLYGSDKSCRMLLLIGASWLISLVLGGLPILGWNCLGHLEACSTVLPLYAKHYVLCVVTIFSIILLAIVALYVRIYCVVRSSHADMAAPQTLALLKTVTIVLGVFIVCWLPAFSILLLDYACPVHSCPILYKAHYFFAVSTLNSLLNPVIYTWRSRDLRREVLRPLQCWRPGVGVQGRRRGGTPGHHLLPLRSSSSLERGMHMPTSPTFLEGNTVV
# PostGolgi yeast – phenotypic screen on post-Golgi transport, primary screen | post-Golgi transport phenotypic cell assay | inhibition, % at 10 µM | hit rate 0.9% among 98,000 | AID 739, 2007;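 note: yeast cells grown in 1536-well plates; yeast grown about 18 h at 30C before absorbance read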
# Fibroblast inh – antiproliferative effect on LL 47 fibroblasts – human, LL 47 cells, CellTiter-Glo luminescence, primary screen | LL 47 human lung fibroblast viability, ATP luminescence; stronger effect = lower value | hit rate 1.1% among 85,000 | viability, % at 10 µM;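 active = viability at or below 50% in the single dose screen; inactive = viability above 50%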;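 note: compound exposure lasted 72 h before the ATP readout; 100% = median luminescence of untreated cell-only wells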
#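 Assay system: human lung fibroblast line LL 47, low passage. Input: 1,150 fibroblasts seeded per well. Times: overnight cell rest, 72 h compound treatment at 37 °C. Evaluation: % viability of median cell-only signal. Technique: luminescent ATP detection, CellTiter-Glo. Control set: cell-only wells, no compound.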
# HUVEC prolif 384 – inhibitors of HUVEC proliferation, primary screen, cell-based, 384-well. CellTiter-Glo luminescence, 72 h; stronger effect = lower value. viability, % at 10 µM (by protocol). hit rate 1.1% among 86,000;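 active = viability at or below 30%; inactive = viability above 30%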;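 note: 100% = median luminescence of DMSO-only cell control wells on each plate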
# DAT uptake mod – changed hDAT dopamine uptake under cocaine IC80, either direction, primary screen, cocaine antagonist project, cell-based, LLC-PK1 hDAT, [14C]-dopamine uptake, MLSMR. B-score at 10 µM. hit rate 1.3% among 110,000. AID 449768, 2010. LLC-PK1 hDAT cells, [14C]-dopamine uptake with cocaine IC80; actives deviate in either direction. Sodium-dependent dopamine transporter (Homo sapiens), Q01959;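 active = Z score or B-score, a plate-position-corrected score, falls beyond the plate's 99.7% confidence bounds, in either direction; inactive = both scores lie inside the 99.7% bounds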;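 note: scored against the spread of the other compound wells on the same plate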
# Target sequence (Q01959 whole entry, looked up): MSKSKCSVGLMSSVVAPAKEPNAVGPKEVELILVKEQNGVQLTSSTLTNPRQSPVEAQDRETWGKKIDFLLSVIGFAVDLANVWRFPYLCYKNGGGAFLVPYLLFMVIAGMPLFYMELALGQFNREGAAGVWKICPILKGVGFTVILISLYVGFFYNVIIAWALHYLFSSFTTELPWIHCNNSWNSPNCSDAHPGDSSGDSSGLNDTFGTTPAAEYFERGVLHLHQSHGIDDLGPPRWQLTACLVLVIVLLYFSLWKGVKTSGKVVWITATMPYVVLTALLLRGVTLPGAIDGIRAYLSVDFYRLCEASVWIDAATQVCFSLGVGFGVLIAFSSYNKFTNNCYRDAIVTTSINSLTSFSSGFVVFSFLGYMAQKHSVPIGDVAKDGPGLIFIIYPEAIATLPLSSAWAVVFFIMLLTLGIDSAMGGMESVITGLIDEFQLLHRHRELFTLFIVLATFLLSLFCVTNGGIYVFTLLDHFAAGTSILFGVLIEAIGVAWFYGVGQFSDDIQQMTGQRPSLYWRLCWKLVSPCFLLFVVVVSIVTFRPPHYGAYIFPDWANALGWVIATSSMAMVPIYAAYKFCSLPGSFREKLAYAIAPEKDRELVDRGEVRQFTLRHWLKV
# H69AR growth 86K – proliferation blockers of H69AR lung cancer cells, primary screen, cell-based, human, 86K library | viability, % at 10 µM | hit rate 6% among 85,000 | H69AR lung tumor viability, ATP luminescence, 72 h; stronger effect = lower value;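 active = viability at or below 40%; inactive = viability above 40%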;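 note: multidrug resistant small cell line overexpressing MRP-1 efflux transporter; 100% = mean luminescence of untreated control wells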
# S1P2 agonist – S1P2 receptor agonists, primary screen, cell-based; S1P2-expressing cell line, agonist reporter read-out; activation, % at 4.5 µM; hit rate 0.46% among 97,000; AID 729, 2007; in the data active = activation above about 16%;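 note: 0% = vehicle low control and 100% = maximal reference agonist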
# PostGolgi ctrl – growth inhibition of yeast control strain, primary screen, counter-screen for post-Golgi transport modulator project. inhibition, % at 10 µM. efflux-deficient yeast background strain, growth absorbance A615, 16 h. hit rate 5% among 98,000
# E coli WT exp – growth inhibitors of wild-type E. coli, primary screen, strain BW25113, expanded library, OD600 | AID 710, 2007 | growth inhibition, % at 100 µM | hit rate 0.15% among 98,000 | OD600 absorbance;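 active = growth inhibition above about 50% at one test dose, limit read from the data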;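 note: growth measured after 20 h incubation at 37 °C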
# An asterisk follows results filed as active; . = no result given; & = joins results of further samples. Cut-off read from the data, not from the text of the source, unless noted: active = inhibition above about 30%; inactive = the rest.
SMILES,S1P2 blocker,PostGolgi yeast,Fibroblast inh,HUVEC prolif 384,DAT uptake mod,H69AR growth 86K,S1P2 agonist,PostGolgi ctrl,E coli WT exp
Cc1cccc(NC(=O)C2C(c3ccccc3)C2(Cl)Cl)c1C (configuration not stated),-15,11,.,.,-0.63,.,-3,10,-10
O=C1c2ccccc2-c2c1cccc2C(=O)N(CCO)CCO,.,-2,100,93,-0.14,90,.,5,-2
CC(CN1CCOCC1)OC(=O)c1ccc(Br)cc1 (configuration not stated),31,-9,6.3*,49,-1.6,0.6*,-3,3,20
N#Cc1nc(N)nc(N(c2ccccc2)c2ccccc2)n1,-6,-4,.,.,0.85,.,-3,6,6
CC(=O)Nc1cccc(NS(=O)(=O)c2cccc3nsnc23)c1,.,-2,100,91,-1.9,77,.,8,3
Cc1cc(=O)oc2cc(OC(=O)CCN3C(=O)c4ccccc4C3=O)ccc12,-5,2,.,.,-0.26,.,0,4,4
c1ccc(Cn2c(-c3ccco3)nc3nc4ccccc4nc32)cc1,2,4,87,70,0.031,70,3,15,-7
CCC(C)n1c(S(=O)(=O)O)nc2ccccc21 (configuration not stated),-15,-6,110,98,-1.7,93,-3,1,3
Cc1cc(C)c(NC(=O)CCCC(=O)O)c(Cl)c1,9,-7,103,100,-0.0042,115,-2,25,-4
Cc1ccc(S(=O)(=O)N2CCN(c3nc(C(C)C)c4c(c3C#N)CC(C)(C)OC4)CC2)cc1,-2,-1,101,103,0.59,94,-2,13,-5
CSCC[C@H](NC(=O)NCc1ccc(F)cc1)C(=O)O,22,-7,109,93,0.12,94,-7,4,2
CC(C)(C)c1ccc(C(=O)NCCC(=O)NCc2ccco2)cc1,13,.,103,86,0.2,88,-4,.,.
CS(=O)(=O)N(CC(=O)N1CCCCC1)c1ccc2c(c1)OCO2,18,4,97,92,-0.61,80,-3,12,0
Cc1nnc(C)c2c(C)n(C(C)c3ccccc3)c(C)c12 (configuration not stated),8,0,93,95,0.71,71,-8,11,5
Cc1ccc(S(=O)(=O)N2CCN(C(=O)C3CCCCC3)CC2)cc1,.,0,93,91,-0.67,92,.,9,5
Cc1ccc(C(=O)c2ccc(O)cc2)cc1C,.,2,.,.,0.14,.,.,21,23
Cc1ccc(CNC(=O)Cc2ccc(-c3ccccc3)cc2)cc1,2,-1,.,.,0.67,.,-1,-7,0
Cn1c(=O)c2c(SCC(=O)c3ccccc3)nc(C3CC3)nc2n(C)c1=O,-10,-4,89,84,-1.2,52,-1,0,-5
CCCc1nnc(SCC(=O)N2C(C)CCCC2C)n1CCCOC (configuration not stated),-14,-13,102,106,0.082,94,-7,-1,-5
O=C(Nc1ccccc1C(=O)NC(Cc1c[nH]c2ccccc12)C(=O)O)c1ccco1 (configuration not stated),10,3,101,75,-0.4,81,-1,-10,8
CCn1c(NCc2ccc3c(c2)OCO3)nc2ccccc21,29,3,97,97,0.41,90,-2,7,7
Cc1cc(C)n(-c2nnc(C)c(=O)[nH]2)n1,8,3,.,.,-0.3,.,-15,2,-10
COc1nc2ccc(C)cc2cc1-c1noc(-c2cccnc2)n1,-16,5,89,105,0.21,93,-3,9,2
O=C(N/N=C/C=C/c1ccccc1)c1cnccn1,-6,5,109,101,-0.35,89,-11,3,3
Cc1ccc(S(=O)(=O)N(C)c2ccc(NS(C)(=O)=O)cc2)cc1,3,7,93,96,-0.053,89,-1,7,3

# Full records, looked up by structure.
# CCC(C)n1c(S(=O)(=O)O)nc2ccccc21 (configuration not stated) is listed as S1P2 blocker = -15; PostGolgi yeast = -6; Fibroblast inh = 110; HUVEC prolif 384 = 98; DAT uptake mod = -1.7; H69AR growth 86K = 93; S1P2 agonist = -3; PostGolgi ctrl = 1; E coli WT exp = 3
# Cc1cc(=O)oc2cc(OC(=O)CCN3C(=O)c4ccccc4C3=O)ccc12 is listed as S1P2 blocker = -5; PostGolgi yeast = 2; Fibroblast inh = .; HUVEC prolif 384 = .; DAT uptake mod = -0.26; H69AR growth 86K = .; S1P2 agonist = 0; PostGolgi ctrl = 4; E coli WT exp = 4

# Next part.
SMILES,S1P2 blocker,PostGolgi yeast,Fibroblast inh,HUVEC prolif 384,DAT uptake mod,H69AR growth 86K,S1P2 agonist,PostGolgi ctrl,E coli WT exp
COC(=O)C1CCN(C(=O)c2ccc(Cl)c(S(=O)(=O)NCc3cccnc3)c2)CC1,.,-4,98,95,-0.39,94,.,-2,4
CCOC(=O)N1CCN(S(=O)(=O)c2cc(OCC(=O)NC3CCCCC3)c(C)cc2Cl)CC1,10,-3,94,95,1.2,59,-2,7,-3
O=C(COc1ccc(Cl)cc1)Nc1ccccc1C(=O)NCc1ccco1,8,11,37*,70,-0.42,51,-7,15,-5
Cc1ccc(NC(=O)C2CCN(S(C)(=O)=O)CC2)cc1,1,6,89,104,-0.66,104,-7,2,3
CC(C)C(C(=O)Nc1ccc2c(c1)OCO2)N1C(=O)c2ccccc2C1=O (configuration not stated),-3,-1,97,89,-0.79,96,-7,4,5
C=CCn1c(SCC(=O)Nc2nc(C)cs2)nnc1C(CO)NC(=O)c1ccccc1 (configuration not stated),-1,-7,97,94,0.0046,92,-4,3,0
COc1ccc(Cl)cc1NC(=O)CN1CCC(n2nnc3cc(C)ccc32)CC1,-13,8,102,66,-0.24,93,-3,18,-5
CC1CCCCN1CC(=O)Nc1sc2c(c1C#N)CCC2 (configuration not stated),-2,12,93,106,-0.19,102,-3,7,0
Cc1cccc(CSc2nnc(N)n2-c2ccccc2)c1,-10,.,89,87,-0.0038,87,-6,.,.
COC(=O)c1ccc(C)c(NC(=O)CCSc2ccccc2)c1,9,-3,.,.,-0.4,.,-8,3,-1
Cc1c(NC(=O)C2CCCN2S(=O)(=O)c2ccccc2)c(=O)n(-c2ccccc2)n1C (configuration not stated),0,13,99,94,-1.1,87,-6,2,9
CC(=O)N1CCc2cc(S(=O)(=O)CCC(=O)Nc3c(C)n(C)n(-c4ccccc4)c3=O)ccc21,5,-3,.,104,-0.44&0.4,115,-3,9,-2
Cc1ccc2nc3ccc(N4CCCCCCC4)nn3c(=O)c2c1,-7,-3,.,.,-0.14,.,12,22,-7
Nc1ccc(S(=O)(=O)Nc2ccc(S(N)(=O)=O)cc2)cc1,8,5,99,92,-0.057,101,-5,1,6
CCOC(=O)c1cc(NC(=O)C2CCCO2)cc(C(=O)OCC)c1 (configuration not stated),-4,6,99,87,-0.17,104,-2,2,-2
CC(C)(C)c1nnc(NC(=O)c2cc(-c3ccccc3)nc3ccccc23)s1,24,-2,.,.,-1.4,.,-5,25,-12
CCCCc1c(O)nc(SCCN(C)C)n(-c2ccccc2)c1=O,-5,-3,.,.,0.58,.,-8,4,1
COc1ccccc1S(=O)(=O)Cc1ccc(C(=O)NCc2cccs2)o1,9,1,96,108,0.064,106,-2,6,6
CC(O)c1n(C)c(Cl)c[n+]1C (configuration not stated),-9,5,99,93,.,92,-5,3,7
CN1CCCC(OC(=O)CCCC(=O)OC2CCCN(C)C2)C1 (configuration not stated),12,-2,97,95,-2,96,-5,-6,-5
CCCNC(=O)NC(=O)CN1C(=O)NC(C)(c2ccc(C)cc2)C1=O (configuration not stated),6,-1,94,89,-0.02,101,-12,5,4
CCc1cc2c(=O)n(N)c(CCC(=O)O)nc2s1,6,-2,110,98,1.2,89,-11,1,1
COc1ccc(-n2c(C)nc3c(cnn3-c3ccccc3)c2=O)cc1,.,.,77,69,-0.032,20*,.,.,.
CCn1cc(/C=N/NC(=O)c2cc3c(ccc4ccccc43)o2)c2ccccc21,5,-2,.,.,0.13,.,-1,9,-23
COc1ccc(Nc2nc3c(c(=O)n(C)c(=O)n3C)n2CCO)cc1,.,-3,106,93,0.072,83,.,3,-5
# (cont.)
SMILES,S1P2 blocker,PostGolgi yeast,Fibroblast inh,HUVEC prolif 384,DAT uptake mod,H69AR growth 86K,S1P2 agonist,PostGolgi ctrl,E coli WT exp
Cn1c(SCC(=O)c2ccccc2F)nnc1C1CC1,18,10,96,97,-1.6,88,-4,-3,3
CCC1=NC(c2ccc(OC)cc2OC)N(O)C1(C)C (configuration not stated),-8,-2,98,96,-0.098,91,-4,-4,3
CC(=NC1CCN(Cc2ccccc2)CC1)c1c(O)[nH]c(=O)[nH]c1=O,-15,-2,95,88,0.014,89,0,-10,5
CCN(CC)C(=O)/C(=C\c1ccc(Br)cc1)NC(=O)c1ccccc1OC,-7,-2,.,.,15*,.,-1,28,6
O=C(NCc1cccs1)c1cccc(S(=O)(=O)N2CCCCC2)c1,.,10,104,110,0.26,95,.,10,-3
COC(=O)Nc1ccc2ncn(C)c(=O)c2c1,8,-2,.,.,0.43,.,-3,7,8
COc1cccc(C(=O)N(CN2CCCC2=O)c2cccc(Cl)c2)c1,10,8,101,111,1.8,86,-4,3,0
Cc1cc2ncn(CCOc3ccccc3C#N)c2cc1C,-16,14,95,98,1.3,82,-3,23,13
CC(C)(C)c1ccc(C(=O)NCc2ccc(Cl)cc2)cc1,-16,-7,.,.,0.22,.,0,7,-4
Cc1ccc(/C([O-])=C(/C(=S)NCc2ccco2)[n+]2ccccc2)cc1,-12,-2,.,.,0.74,.,-3,-2,-1
COc1cc(S(=O)(=O)NC2CCCC2)ccc1F,5,-2,98,84,0.63,95,-5,0,-1
CC(C)CC(NC(=O)C1CCC(C)CC1)C(=O)Nc1ccccn1 (configuration not stated),.,-1,96,95,-0.059,89,.,0,-7
CN(C)c1ccc(CN2CCCCCC2)cc1,.,-1,107,88,0.087,88,.,-2,-4

# Only PostGolgi yeast, for some of the entries so far:
molecule	PostGolgi yeast
CCC1=NC(c2ccc(OC)cc2OC)N(O)C1(C)C (configuration not stated)	-2
CC(=NC1CCN(Cc2ccccc2)CC1)c1c(O)[nH]c(=O)[nH]c1=O	-2
CCN(CC)C(=O)/C(=C\c1ccc(Br)cc1)NC(=O)c1ccccc1OC	-2
